ADAM10 inh: inhibits human ADAM10; O14672; recombinant ADAM10, EDANS/DABCYL FRET peptide cleavage, 3 h; inhibition, % at 7 µM; actives 0.62% (n = 370,000);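 active = inhibition above a per-campaign cutoff equal to the mean of compounds falling between control-based bounds plus 3 SD, cut at about 20% in these data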;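 note: 0% = DMSO wells while the 100% control is not disclosed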
sPLA2-III inh: Inhibits HGIII-sPLA2 liposome hydrolysis, primary screen | actives 0.56% (n = 370,000) | QFRET BODIPY PC-A2 liposome hydrolysis, fluorescence | inhibition, % at 12.2 µM;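 active = inhibition above mean plus 3 SD of compounds lying within the high and low control bounds, cut at about 19% in these data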;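 note: 0% = median of test compound wells and 100% = no enzyme DMSO wells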
SMARCA2 act: activators of SMARCA2 function | MG213 cells, MMTV-luciferase reporter, dexamethasone, overnight | activation, % at 9.1 µM | actives 1% (n = 370,000) | AID 652017; in the data active = activation above about 7.8%;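 note: 0% = vehicle wells and 100% = reference activator wells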
FXN GAA850 act: increases GAA850 frataxin promoter reporter activity | HEK293 lucGAA850 FXN promoter luciferase reporter, 24 h; percent of 10 µM SAHA response | activation, % at 6 µM | actives 0.56% (n = 360,000);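 active = activation above the average of all compounds screened plus 3 SD, cutoff fixed separately per campaign, cut at about 7.5% in these data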;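 note: 0% = DMSO wells and 100% = 10 µM SAHA wells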
hgDAF12 agonist: agonists of H. glycines DAF-12 nuclear receptor. HEK293 GAL4-hgDAF12 UAS-luciferase reporter, agonist luminescence; normalized to butyrate control. activation, % at 6.8 µM. actives 1.8% (n = 370,000). AID 687014;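 active = activation above a cutoff set at the mean of all screened compounds plus 3 SD, cut at about 10% in these data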;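 note: 0% = DMSO wells and 100% = sodium butyrate wells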
DAX1 inh-1: inhibits human nuclear receptor DAX1; inhibition, % at 6.75 µM; HEK293 Gal4-DAX1 luciferase reporter, luminescence; actives 0.99% (n = 340,000); AID 504766;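 active = inhibition above the mean over all tested compounds plus 3 SD, cut at about 4.2% in these data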;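 note: 0% = DAX1-transfected cells with DMSO and 100% = empty-vector control cells with DMSO; inhibition shows as a rise in luminescence from relieved DAX1 repression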
DAX1 inh-2: inhibitors of DAX1 repression of SF-1 activated StAR promoter; actives 1.1% (n = 370,000); AID 652010; HEK293T StAR-luciferase reporter, SF-1/DAX-1 repression relief; inhibition, % at 6.8 µM;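 active = inhibition above the mean over all tested compounds plus 3 SD, cut at about 3.6% in these data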;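 note: 0% = DAX-1 cells with DMSO and 100% = cells lacking DAX-1 with DMSO; higher inhibition means more luminescence from relief of DAX-1 repression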
NPR1 activator: GC-A (human) enzyme activation. actives 0.14% (n = 370,000). activation, % at 10 µM. AID 1671463. P16066. HEK293 GC-A cells, cGMP TR-FRET, EC30 ANP; 0% at EC30 ANP, 100% saturating ANP; in the data active = activation above about 40%
Target sequence (P16066 whole entry, looked up): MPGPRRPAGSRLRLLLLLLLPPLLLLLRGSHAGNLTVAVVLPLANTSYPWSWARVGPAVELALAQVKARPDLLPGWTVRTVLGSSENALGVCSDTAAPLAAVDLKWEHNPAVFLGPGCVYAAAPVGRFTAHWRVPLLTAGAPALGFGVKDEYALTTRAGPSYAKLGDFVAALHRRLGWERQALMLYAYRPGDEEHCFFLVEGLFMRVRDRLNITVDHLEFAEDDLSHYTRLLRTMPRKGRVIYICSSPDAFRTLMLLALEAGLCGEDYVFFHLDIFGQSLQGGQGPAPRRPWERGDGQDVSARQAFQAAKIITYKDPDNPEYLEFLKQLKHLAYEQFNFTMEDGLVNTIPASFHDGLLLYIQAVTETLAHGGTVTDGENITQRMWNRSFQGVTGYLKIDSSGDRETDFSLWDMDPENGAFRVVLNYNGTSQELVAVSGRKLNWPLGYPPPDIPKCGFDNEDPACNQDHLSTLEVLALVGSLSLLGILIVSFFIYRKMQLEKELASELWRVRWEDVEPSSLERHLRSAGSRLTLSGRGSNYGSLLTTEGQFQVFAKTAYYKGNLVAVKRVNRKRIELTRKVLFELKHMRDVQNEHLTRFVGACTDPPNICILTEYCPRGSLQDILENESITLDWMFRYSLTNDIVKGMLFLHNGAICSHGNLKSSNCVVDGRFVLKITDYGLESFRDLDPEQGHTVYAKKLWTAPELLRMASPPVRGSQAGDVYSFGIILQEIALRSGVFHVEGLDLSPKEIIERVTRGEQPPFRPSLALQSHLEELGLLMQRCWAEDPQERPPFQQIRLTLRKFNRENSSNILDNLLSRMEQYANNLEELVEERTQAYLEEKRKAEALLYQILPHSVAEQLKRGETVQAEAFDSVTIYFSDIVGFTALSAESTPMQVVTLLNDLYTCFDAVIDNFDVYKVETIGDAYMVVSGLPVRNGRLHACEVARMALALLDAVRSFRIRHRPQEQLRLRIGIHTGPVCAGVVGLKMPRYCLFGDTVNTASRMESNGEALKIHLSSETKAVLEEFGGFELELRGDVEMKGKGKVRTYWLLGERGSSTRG
hcDAF12 agonist: activates DAF-12 receptor from parasite H. contortus; actives 1.4% (n = 370,000); HEK293 hcDAF-12 lit1-tk-luc reporter, luminescence; 0% DMSO, 100% Δ7-dafachronic acid; activation, % at 6.8 µM;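 active = activation above the mean of all tested compounds plus 3 SD, cut at about 5.5% in these data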;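 note: 100% = response to 3 µM Δ7-dafachronic acid high control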
ssDAF12 agonist: activates DAF-12 receptor from parasite S. stercoralis; HEK293 ssDAF-12/GRIP1 lit1-tk-luc reporter, luminescence; % of 3 µM dafachronic acid response; activation, % at 6.8 µM; actives 1% (n = 370,000); AID 652126;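 active = activation above the mean over all tested compounds plus 3 SD, cut at about 0.9% in these data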;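 note: 0% = DMSO-only wells and 100% = 3 µM delta7-dafachronic acid wells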
NPR2 activator: GC-B (human) receptor activation; HEK293-GC-B cells, CNP EC30, cGMP TR-FRET; 0% at EC30 CNP, 100% saturating CNP; P20594; AID 1920062; actives 0.11% (n = 370,000); activation, % at 10 µM;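 active = activation at 10 µM reaching about 35% in either raw or pattern-adjusted values, limit read from the data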
* = called active by the depositor; i = inactive; x = not tested or not shown; & = joins results of further samples. Outcome played no part in choosing rows (roughly 6.6% active in at least one column).

Sample of the layout, 2 compounds:
item	mol	ADAM10 inh	sPLA2-III inh	SMARCA2 act	FXN GAA850 act	hgDAF12 agonist	DAX1 inh-1	DAX1 inh-2	NPR1 activator	hcDAF12 agonist	ssDAF12 agonist	NPR2 activator
1	COc1cc(/C=C2\SC(=S)N(N(C)c3ccccc3)C2=O)ccc1O	-3	-4	0	0.5	-0.8	-0.8	-0.1	-3	-1.1	-1.7	0
2	COc1ccc(/C(O)=C2/C(=O)C(=O)N(CCN(C)C)C2c2ccc(OC)c(OC)c2)c(C)c1 (stereo unspecified)	5	1	0	-0.3	-2.0	-0.4	-0.1	-1	-1.2	-1.2	-2

The whole of this part, from the first entry:
item	mol	ADAM10 inh	sPLA2-III inh	SMARCA2 act	FXN GAA850 act	hgDAF12 agonist	DAX1 inh-1	DAX1 inh-2	NPR1 activator	hcDAF12 agonist	ssDAF12 agonist	NPR2 activator
1	COc1cc(/C=C2\SC(=S)N(N(C)c3ccccc3)C2=O)ccc1O	-3	-4	0	0.5	-0.8	-0.8	-0.1	-3	-1.1	-1.7	0
2	COc1ccc(/C(O)=C2/C(=O)C(=O)N(CCN(C)C)C2c2ccc(OC)c(OC)c2)c(C)c1 (stereo unspecified)	5	1	0	-0.3	-2.0	-0.4	-0.1	-1	-1.2	-1.2	-2
3	CCOc1ccc2nc(NC(NC(=O)CC)(C(=O)OC)C(F)(F)F)sc2c1 (stereo unspecified)	7	0	-1	-2.1	2.4	1.1	0.2	1	-1.2	-1.3	4
4	COc1cc(OC)c(NC(=O)CCc2nc(-c3cccs3)no2)cc1Cl	9	-10	-6	0.1	-1.5	-1.1	-0.3	-1	-1.4	-1.2	-2
5	CN1C(=O)Cc2cc(S(=O)(=O)Nc3ccc(Cl)cc3)ccc21	12	-76	2	-0.3	3.4	-0.2	-0.6	0	-1.7	-0.8	6
6	O=C1CC(=O)N(CCNc2ncc(C(F)(F)F)cc2Cl)C(=O)N1	10	-9	1	0.3	-2.2	0.2	0.7	2	0.0	-1.1	0
7	COc1cccc(C(=O)NN2c3ccccc3CCc3ccccc32)c1	-4	2	-4	-2.2	2.3	-1.6	-0.4	-7	-0.9	-0.6	-9
8	COc1ccc(S(=O)(=O)N2CCCCCC2)cc1C(=O)N(C)CC(=O)Nc1ccc(Cl)c(Cl)c1	20	-45	-2	0.0	-2.5	-0.3	-2.1	-4	-0.3	-1.2	-4

Next compounds.
item	mol	ADAM10 inh	sPLA2-III inh	SMARCA2 act	FXN GAA850 act	hgDAF12 agonist	DAX1 inh-1	DAX1 inh-2	NPR1 activator	hcDAF12 agonist	ssDAF12 agonist	NPR2 activator
9	CCOCc1c(C(=O)OCC(=O)Nc2ccccc2C(N)=O)oc2ccccc12	2	-6	-2	-2.9	1.6	0.7	-0.3	3	0.0	-0.9	8
10	CCN(CC(=O)NCc1ccc(F)cc1)C(=O)Cc1ccc(OC)cc1	-5	-5	-1	0.3	1.4	0.2	-0.3	-6	0.7	-1.6	1
11	CC(=O)c1ccc(NC(=O)c2ccc(-n3cncn3)c([N+](=O)[O-])c2)cc1	-9	-10	2	-2.1	-1.9	-0.3	1.2	-1	0.2	-0.6	0
12	O=C(NCc1ccc2c(c1)OCO2)Nc1ccc2nsnc2c1	-24	-7	-1	0.1	5.9	-0.9	-1.0	2	0.9	-0.5	2
13	O=C(Nc1cccc(C(=O)O)c1)/C(=C\c1ccccc1Cl)NC(=O)c1ccco1	-3	-5	2	3.0	1.9	1.1	1.5	4	0.1	0.3	0
14	O=C(N/N=C/c1ccccn1)c1ccc(N/N=C/c2ccccn2)cc1	-3	3	1	0.4	4.0	-0.2	-0.4	1	-2.1	-1.9	1
15	CCOC(=O)c1cnc(-n2nc(C)cc2C)nc1NCc1ccc2c(c1)OCO2	-5	9	-8	-1.2	-4.7	-1.6	-0.1	20	-2.6	-1.1	17
16	Nc1c(Br)c(=O)[nH]c(=O)n1-c1ccccc1	-7	5	0	1.4	-1.0	-0.1	0.2	1	-0.5	-0.9	4

The list goes on:
item	mol	ADAM10 inh	sPLA2-III inh	SMARCA2 act	FXN GAA850 act	hgDAF12 agonist	DAX1 inh-1	DAX1 inh-2	NPR1 activator	hcDAF12 agonist	ssDAF12 agonist	NPR2 activator
17	O=C1CC(NS(=O)(=O)c2ccccc2F)CN1c1ccc2c(c1)OCCO2 (stereo unspecified)	-4	0	-2	-1.8	1.0	2.9	1.2	4	0.8	-0.7	5
18	N#CC1=C(S)N(c2ccc(F)cc2)C2(CCCCC2)NC1=O	5	5	-4	1.0	-1.2	1.1	1.2	1	1.9	-1.6	2
19	COc1ccccc1NS(=O)(=O)c1c(C)[nH]c(C)c1C(=O)N1CCCC1	-3	3	1	1.0	0.5	0.8	-0.2	5	0.2	-1.6	6
20	COC(=O)Cc1ccc(OC2(C)CCN(Cc3ccccc3)C2)cc1 (stereo unspecified)	3	-2	0	0.9	2.7	x	0.6	0	0.2	-1.8	-1
21	c1ccc(Oc2cc(-c3ccccc3)nc(-c3ccccc3)n2)cc1	-7	8	-1	2.9	0.5	2.2	-0.2	2	-2.7	-1.1	4
22	Cc1c(CCOC(=O)C2C3CC4CC(C3)CC2C4)sc[n+]1CC(=O)c1ccc(Br)cc1 (stereo unspecified)	1&1	18&14	2&0	1.1&0.9	0.7&0.2	1.3&0.4	-0.2&-0.5	-3&-1	-0.2&0.3	-0.9&-1.1	-5&3
23	Cc1cc(C)nc(SCc2nnc(SCC(=O)O)n2-c2ccccc2)n1	-1	6	-5	1.1	0.8	-0.5	-0.1	1	0.2	-1.0	1
24	NS(=O)(=O)c1ccc(N2N=C(c3ccc(Br)cc3)CC2c2ccc(F)cc2)cc1 (stereo unspecified)	i	-5	0	2.0	2.0	-1.1	-1.0	3	-1.5	-1.0	-6

(next part)
item	mol	ADAM10 inh	sPLA2-III inh	SMARCA2 act	FXN GAA850 act	hgDAF12 agonist	DAX1 inh-1	DAX1 inh-2	NPR1 activator	hcDAF12 agonist	ssDAF12 agonist	NPR2 activator
25	Cc1ccc(CNC(=O)CCS(=O)(=O)c2cc3c(cc2Br)CCN3C(=O)C2CC2)o1	-3	-1	0	x	3.0	x	-1.1	-16	-0.1	-0.8	-11
26	O=C(NCc1ccccn1)C(=O)C1C(=O)Nc2ccccc21 (stereo unspecified)	-14	0	-1	1.2	6.0	1.4	0.3	-8	5.3	0.7	-11
27	CC(C)CNC(=O)OCc1cn(Cc2ccccc2C(F)(F)F)nn1	-7	2	0	x	-2.9	x	-0.6	2	-0.5	-1.1	0
28	[O-]/C(=C(\C(=S)Nc1ccccc1F)[n+]1ccccc1)c1ccc(OC(F)F)cc1	-2	2	1	2.8	-0.1	-0.6	0.3	0	3.7	-1.1	-3
29	Cc1cccc(-n2c(O)c(C=Nc3cc(O)ccc3C)c3ccccc3c2=O)n1	-33	-5	-2	-2.2	-0.3	-1.0	-1.6	-3	-1.8	-1.4	-4
30	O=C(Nc1ccc(N2CCN(Cc3ccccc3)CC2)cc1)c1ccco1	-12	11	-1	2.2	1.1	0.1	0.7	-2	-2.4	-1.3	1
31	O=C(COc1ncnc2sccc12)NC1CCS(=O)(=O)C1 (stereo unspecified)	-19	3	-5	1.7	2.0	0.1	0.0	2	-0.2	-2.0	-1
32	CSCCC(c1nc2ccccc2[nH]1)n1c(-c2cc(C(F)(F)F)cc(C(F)(F)F)c2)nc2ccccc21 (stereo unspecified)	3	4	-2	x	-3.6	x	-0.5	-12	-0.9	-1.2	-5

Results in hgDAF12 agonist and DAX1 inh-1 (five entries from above):
entry	canonical_smiles	hgDAF12 agonist	DAX1 inh-1
27	CC(C)CNC(=O)OCc1cn(Cc2ccccc2C(F)(F)F)nn1	-2.9	x
31	O=C(COc1ncnc2sccc12)NC1CCS(=O)(=O)C1 (stereo unspecified)	2.0	0.1
29	Cc1cccc(-n2c(O)c(C=Nc3cc(O)ccc3C)c3ccccc3c2=O)n1	-0.3	-1.0
32	CSCCC(c1nc2ccccc2[nH]1)n1c(-c2cc(C(F)(F)F)cc(C(F)(F)F)c2)nc2ccccc21 (stereo unspecified)	-3.6	x
25	Cc1ccc(CNC(=O)CCS(=O)(=O)c2cc3c(cc2Br)CCN3C(=O)C2CC2)o1	3.0	x

More results.
item	mol	ADAM10 inh	sPLA2-III inh	SMARCA2 act	FXN GAA850 act	hgDAF12 agonist	DAX1 inh-1	DAX1 inh-2	NPR1 activator	hcDAF12 agonist	ssDAF12 agonist	NPR2 activator
33	COc1ccc(Cc2c(-c3ccco3)nc3ccc(Cl)cn23)c(C)c1	-11	0	3	x	0.0	x	-1.9	2	1.9	-1.1	11
34	O=C(CC12CC3CC(CC(C3)C1)C2)NCc1ccco1	0	-5	-2	1.2	0.4	-0.9	-0.1	-1	0.1	-1.4	-1
35	CC(NC(=O)C1CCCN1C(=O)OCc1ccccc1)c1ccccc1 (stereo unspecified)	14	0	0	1.1	-2.5	-1.4	0.1	-1	-1.1	-0.8	4
36	O=C(COc1cccc(Br)c1)NN=C1c2ccccc2-c2ccccc21	6	2	-3	2.5	-0.1	-0.6	-0.2	-2	2.3	-1.0	0
37	Cc1cc(Br)cn2c(Cc3cccc(Cl)c3)c(-c3cccc(Cl)c3)nc12	-17	4	-1	x	-1.2	x	1.6	-10	0.2	-0.6	-1
38	CC1(C)CC(=O)C2=C(C1)NC1=C(C(=O)c3ccccc31)C2c1cccnc1 (stereo unspecified)	-2	4	0	2.0	-2.3	-1.8	-0.9	-9	-2.9	-1.8	-11
39	COc1ccccc1NNC(=O)C(O)(c1ccccc1)c1ccccc1	7	-2	0	1.4	-0.3	-2.0	0.5	1	0.8	-0.8	-5
40	Cc1ccc(N/C=C2\C(=O)C3(C)CCC2C3(C)C)cc1C (stereo unspecified)	-3	-25	2	5.8	3.0	0.5	-0.4	-2	0.8	-1.5	0

Further records follow:
item	mol	ADAM10 inh	sPLA2-III inh	SMARCA2 act	FXN GAA850 act	hgDAF12 agonist	DAX1 inh-1	DAX1 inh-2	NPR1 activator	hcDAF12 agonist	ssDAF12 agonist	NPR2 activator
41	Nc1[nH]c(C(=O)c2ccccc2)c(-c2ccc([N+](=O)[O-])cc2)c1C(=O)NCCc1c[nH]c2ccccc12	9	-16	-3	x	0.2	x	0.3	-10	-0.5	-0.6	-5
42	Cc1ccc(C(=O)N/N=C/c2cc(C)n(-c3ccc(Br)cc3)c2C)cc1[N+](=O)[O-]	10	8	-1	-0.1	-0.8	1.0	-1.1	-2	0.0	-1.5	-4
43	O=C(C(=O)N1CCCCC1)c1c(-c2ccccc2)[nH]c2ccccc12	-4	-6	-3	2.7	-1.4	-0.9	-0.6	-4	-1.3	-0.7	-5
44	Cc1ccc(OCCOc2cccc3ccc(C)nc23)c([N+](=O)[O-])c1	6	-9	0	3.3	1.7	0.1	-0.4	-4	-1.0	-1.1	-7
45	CCOC(=O)C1=C(CC)Nc2ccccc2N=C1NC(=O)c1ccc(OC)c(S(=O)(=O)N2CCOCC2)c1	-2	3	-2	-2.2	-3.2	-0.3	-0.3	-2	-2.2	-1.3	2
46	NCCCCCc1cn([C@@H](CCC(=O)O)C(=O)NCCCCCCCCCCC(=O)N2CCNCC2)nn1	-3	7	-1	1.2	-1.1	0.7	1.7	-2	-0.6	-1.1	5

Screens from PubChem BioAssay.
